# Source: PubChem (The Scripps Research Institute Molecular Screening Center)
# CHO-K1 Ca antag: nonselective inhibitor or artifact in parental CHO-K1 cells; ATP-induced calcium, Fluo-8 fluorescence; inhibition, % at 3 µM; actives 0.6% (n = 360,000);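 active means inhibition above a per-plate cutoff, the plate's mean sample inhibition plus 3 SD, cut at about 24% in these data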;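 further: 0% = DMSO plus EC80 ATP and 100% = DMSO alone without ATP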
# V1aR counter: activates human V1a receptor in oxytocin agonist counter-screen; P37288; CHO-V1R cells, Fluo-8 calcium fluorescence, agonist mode; 0% DMSO, 100% 3 nM vasopressin; activation, % at 3 µM; actives 0.25% (n = 320,000); AID 2797;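 active means activation above the mean activation of all tested compounds plus 3 SD, per screening run, cut at about 20% in these data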;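 further: signal is peak over basal fluorescence ratio across a 100 second FLIPR read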
# Target sequence (P37288 whole entry, looked up): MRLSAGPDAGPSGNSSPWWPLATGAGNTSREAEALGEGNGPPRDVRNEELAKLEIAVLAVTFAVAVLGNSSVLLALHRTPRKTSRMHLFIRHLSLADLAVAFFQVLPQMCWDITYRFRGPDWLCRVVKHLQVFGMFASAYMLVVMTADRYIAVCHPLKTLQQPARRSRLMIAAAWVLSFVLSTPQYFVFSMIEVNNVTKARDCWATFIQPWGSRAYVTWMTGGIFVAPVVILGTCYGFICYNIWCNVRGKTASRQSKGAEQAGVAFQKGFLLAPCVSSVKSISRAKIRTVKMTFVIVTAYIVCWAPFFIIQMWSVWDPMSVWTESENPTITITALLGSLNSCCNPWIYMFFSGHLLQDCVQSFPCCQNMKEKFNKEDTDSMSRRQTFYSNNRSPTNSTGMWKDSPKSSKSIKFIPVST
# TAAR1 agonist: agonists of human TAAR1 | Q96RJ0 | CHO RD-HGA16 TAAR1, Fluo-8 calcium fluorescence; vehicle wells 0%, saturating PEA agonist 100% | activation, % at 3 µM | actives 0.99% (n = 360,000) | AID 624467;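 active means activation above the mean activation of all test compounds in the run plus 3 SD, cut at about 38% in these data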
# Target sequence (Q96RJ0 whole entry, looked up): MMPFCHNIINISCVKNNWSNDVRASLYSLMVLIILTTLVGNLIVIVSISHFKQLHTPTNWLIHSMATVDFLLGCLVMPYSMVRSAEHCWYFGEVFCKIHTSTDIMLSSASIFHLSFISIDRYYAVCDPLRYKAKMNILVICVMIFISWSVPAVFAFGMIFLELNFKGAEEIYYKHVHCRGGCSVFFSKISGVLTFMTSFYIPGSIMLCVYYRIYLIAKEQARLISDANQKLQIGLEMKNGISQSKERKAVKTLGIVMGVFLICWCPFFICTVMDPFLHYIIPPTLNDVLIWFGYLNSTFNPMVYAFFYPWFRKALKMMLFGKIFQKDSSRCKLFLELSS
#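 test system = CHO RD-HGA16 cells carrying human TAAR1 plus Gα16 | schedule = 17-24 h seeding, 75 min 37 °C dye, 30 min RT | compound dosing = 3 µM single concentration | control set = DMSO and PEA EC100 | replicates = n 1 | signal = Fluo-8 fluorescence, 5 s baseline then 140 s kinetic read | measure = percent activation vs PEA EC100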
# CHO parental Ca: counter-screen for OX1R antagonists: effect in parental CHO cells; inhibition, % at 5.6 µM; actives 0.63% (n = 330,000); parental CHO-K1, ATP-induced calcium, Fluo-8 fluorescence;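 active means inhibition above that plate's mean sample inhibition plus 3 SD, cut at about 26% in these data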;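 further: 0% = ATP-challenged DMSO wells and 100% = DMSO wells without ATP; some compounds past the cut are filed as inactive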
#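 Material: Parental CHO cells | Reagent: ATP | Compound dosing: Single nominal dose of 5.6 µM per compound | Detection: Intracellular calcium via Fluo-8 no-wash fluorescent dye | Read-out: % inhibition of ATP-induced calcium mobilization | Benchmarks: Low control ATP plus DMSO, high control DMSO only | Replicates: Singlicate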
# M1 ag parental: nonselective activator or artifact in parental CHO-K1 cells. AID 602248. actives 0.48% (n = 360,000). Fluo-8 calcium fluorescence; scaled to maximal ATP response, vehicle zero. activation, % at 3 µM; in the data active means activation above about 15%;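 further: untransfected CHO-K1 host cells lacking M1 receptor as counterscreen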
# M1 ag: agonists of human M1 muscarinic receptor; P11229; CHO-K1 hM1, Fluo-8 calcium fluorescence, agonist mode; 0% DMSO, 100% acetylcholine EC100; activation, % at 3 µM; actives 0.33% (n = 360,000);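 active means activation above the run's mean compound activation plus 3 SD, cut at about 16% in these data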;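 further: peak over basal fluorescence ratio within a 140 s kinetic read after compound addition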
# TAAR1 antag: human TAAR1 antagonism | inhibition, % at 3 µM | actives 1.5% (n = 360,000) | CHO RD-HGA16 TAAR1, Fluo-8 calcium fluorescence, antagonist | Q96RJ0;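 active means inhibition above a per-plate cutoff, the mean inhibition of test compounds on that plate plus 3 SD, cut at about 49% in these data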;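 further: 0% = DMSO plus EC80 beta-PEA response and 100% = DMSO alone without agonist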
#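 Material: RD-HGA16 CHO cells with stable hTAAR1 and Gα16; Dosing: single nominal final test compound concentration of 3 µM; Schedule: seeding 17-24 h prior, 75-min 37 °C, 30-min RT dye loading; Detection: kinetic Fluo-8 calcium fluorescence measurement; Measure: % inhibition from peak post-agonist over basal fluorescence ratio; Benchmarks: vehicle and agonist controls.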
# OXTR potentiate: potentiates the human oxytocin receptor response | activation, % at 3 µM | AID 2445 | P30559 | actives 0.061% (n = 320,000) | CHO-OTR cells, Fluo-8 calcium fluorescence, potentiator mode; 0% = oxytocin EC15, 100% = EC100;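 active means activation above that plate's cutoff, the mean activation of tested compounds plus 3 SD, cut at about 6.6% in these data, passing the limit was not always enough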;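 further: 100% uses oxytocin at 75 nM as the full agonist control; some results filed as inactive read as strong as hits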
#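 Material: CHO-OTR cells, human receptor; compound dosing: single dose, 3.0 µM nominal final compound concentration; schedule: 6 min compound pre-incubation at room temperature, 100 s kinetic read; measured by: kinetic Fluo-8 calcium fluorescence; read-out basis: % activation vs EC15 and EC100 oxytocin; controls: EC15 oxytocin alone as 0%, 75 nM oxytocin as 100%; replicates: singlicate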
# CHO-K1 Ca PAM: M1 PAM counterscreen hit in parental CHO-K1 cells. actives 0.02% (n = 360,000). activation, % at 3 µM. ATP EC20, Fluo-8 calcium fluorescence; 0% at ATP EC20, 100% at ATP max. AID 602247;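 active means activation above the run cutoff, the mean activation of all test compounds plus 3 SD, cut at about 40% in these data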;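 further: peak over basal fluorescence ratio in a 140 s read after ATP addition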
# Starred values were filed as active, the others as inactive; x = not tested or not shown.
SMILES,CHO-K1 Ca antag,V1aR counter,TAAR1 agonist,CHO parental Ca,M1 ag parental,M1 ag,TAAR1 antag,OXTR potentiate,CHO-K1 Ca PAM
O=C(N/N=C\c1c[nH]c2ccccc12)c1ccc(O)cc1,-12.3,x,0.2,x,2.2,-2.2,-17.2,x,9.7
CCc1ccc(NC(=O)N(Cc2ccco2)C(C)c2cccs2)cc1 (stereo unspecified),-5.9,-1.3,3.4,-17.1,0.5,-4.5,-1.1,-6.4,-13.4
COc1ccc(C(C)NC(=O)c2ccncc2)cc1OC (stereo unspecified),0.5,1.1,0.9,-0.9,-0.2,-2.5,-1.9,-0.1,16.9
O=C(c1cccc(-c2ccc(O)cc2)c1)N1CCN(c2ccc(F)cc2)CC1,23.0,11.6,7.1,-0.3,5.2,-1.8,25.6,-12.2,-7.8
O=C1CCCCCN1CP(=O)(O)CCc1ccccc1,-5.0,0.5,10.9,-5.9,0.7,-5.4,2.7,-2.4,14.0
COc1cccc(NC(=O)CSc2nnc(-c3cc(C)[nH]n3)n2N)c1,-8.0,0.0,2.5,1.9,0.2,-2.4,-12.9,-5.7,-9.6
COC(=O)c1sccc1NC(=O)c1ccc(Cl)cc1,2.4,-0.9,3.8,0.8,-0.3,-1.5,-2.4,-9.6,-7.5
COc1ccccc1C(=O)NC(=O)COC(=O)c1ncc(Cl)c(Cl)c1Cl,-5.2,0.3,1.2,-22.0,1.1,10.5,8.0,-2.4,0.5
Cc1ccc(CNC(=O)CS(=O)Cc2nc(-c3cccs3)oc2C)cc1 (stereo unspecified),-14.6,-0.9,-0.8,-6.9,-0.4,1.8,0.5,-2.0,0.6
C/C(CCc1oc2ccccc2c1-c1ccc(C)o1)=N/O,-6.0,-0.4,25.9,-20.0,0.0,-4.7,5.5,1.9,13.4
NS(=O)(=O)c1ccc(NC(=O)COC(=O)c2cc3ccccc3cc2O)cc1,-12.3,1.2,5.9,8.8,1.7,-0.8,23.8,-5.6,21.0
CC(C)OC(=O)C(C)Nc1ccc(F)c(Cl)c1 (stereo unspecified),2.0,-0.8,4.9,-15.3,-0.4,-4.5,-22.0,-1.1,-14.2
S=C(Cc1ccccc1)N1CCOCC1,-14.7,x,2.6,x,1.1,-2.5,14.2,x,10.1
Cc1ccc(/C=C2\SC(=S)N(CCC(=O)Nc3cccnc3)C2=O)cc1,-5.7,0.8,-0.2,-11.3,1.0,-2.1,-19.5,-2.7,20.7
COc1ccccc1-c1cc(NC(C)=O)c2ncc(-c3ccccc3)n2c1,-6.3,x,4.4,x,2.0,-1.5,55.9*,x,17.4
CCCS(=O)(=O)c1c(S(=O)(=O)CCC)c2ccccn2c1C(=O)OC,2.0,-1.5,4.3,-18.4,0.5,-4.4,13.5,3.4,-5.1
COc1ccc(C(=O)NCCN2C(=O)S/C(=C\c3cccnc3)C2=O)c(OC)c1OC,17.6,2.3,4.2,-20.1,2.0,-4.2,13.7,-5.0,-8.8
CCCCOC(=O)CSC(=S)N(C)Cc1cccs1,-2.6,-1.8,1.6,-18.3,-0.6,-7.6,20.4,5.9,-0.3
COc1cc(C(=O)NC(=S)Nc2ccc(Cl)c(C(=O)O)c2)cc(OC)c1OC,-0.1,0.6,0.8,-8.8,0.7,-3.6,-3.6,-0.3,16.6
COc1ccc(C2c3[nH]c4ccccc4c3C[C@H]3C(=O)N(C)CC(=O)N23)cc1OC (stereo partly specified),-5.6,1.2,11.7,-11.4,2.2,-2.5,-9.2,-6.1,7.0
CCN1CCN(C(=O)CCN2C(=O)c3ccccc3S2(=O)=O)CC1,5.4,0.3,1.7,-19.6,0.3,-0.4,-17.9,-10.0,-9.0
CCOC(=O)C1=CNS(=O)(=O)NC1c1cccc(O)c1 (stereo unspecified),-11.5,x,0.2,-3.7,0.2,-3.0,0.3,x,1.6
Cc1cc2oc(C(=O)NCc3ccc(S(N)(=O)=O)cc3)c(C)c2cc1C,-11.7,0.8,0.4,5.1,0.4,-3.9,-6.7,-3.2,14.2
COC(=O)C1(C)NC(c2cccc(C)c2)C2C(=O)N(c3ccc(F)cc3)C(=O)C21 (stereo unspecified),-7.9,-0.5,-1.4,-17.4,0.3,-3.8,-13.2,0.6,5.1
CCn1c(COc2ccc(OC)cc2)nc2ccccc21,11.8,0.0,7.9,-20.4,0.0,-1.7,-6.1,-17.2,12.2
COc1ccc(OC)c(NC(=O)c2cnc(Nc3ccccc3OC)c3ccccc23)c1,-20.1,-1.8,6.1,-33.6,-0.7,-3.9,-1.3,-5.0,30.2
COCCCNC(=O)/C(C#N)=C1\N=C(NC(=O)c2cccs2)c2ccccc21,3.8,1.9,9.8,-3.5,0.5,-2.0,26.5,-1.0,-12.0
CCC(=O)Nc1c2c(nn1-c1ccccc1C)CSC2,-6.1,-0.2,1.7,-6.0,-0.2,-2.6,-0.5,-3.9,5.7
CCCC[n+]1ccn(C2=C([O-])c3ccccc3C(=O)/C2=N\S(=O)(=O)c2ccccc2)c1,-4.2,-1.0,4.3,-25.3,0.2,-2.2,0.2,-0.1,14.0
O=C(O)c1cccc(-n2c(-c3cnccn3)n[nH]c2=S)c1,-3.8,0.7,1.0,-13.1,0.3,2.8,1.1,0.9,24.7
CS(=O)(=O)N1CCN=C1SCc1cccc(F)c1,-17.8,1.6,0.2,3.0,1.4,-2.3,-8.7,-4.6,14.6
O=C(/C=C/c1ccc([N+](=O)[O-])cc1)OCC(=O)c1ccc[nH]1,-18.9,3.0,1.7,0.9,4.3,-5.4,7.5,-9.0,11.0
COC(=O)CSc1nc2nc(C)cc(C)n2n1,4.3,0.3,0.2,1.2,-0.1,-3.2,-5.2,3.9,8.8
CC1CN(CCCCOc2ccc(F)cc2)CC(C)O1 (stereo unspecified),-13.7,0.4,2.4,-15.5,1.5,-7.2,-24.4,-4.2,7.9
Cc1ccc(-c2nc(C3CCCN(S(=O)(=O)c4ccc(C)cc4)C3)no2)cc1 (stereo unspecified),-13.2,-0.9,-0.1,-10.4,1.1,-4.8,-9.2,-3.8,25.0
CSc1ccccc1OCc1cc(C(=O)N(C)Cc2cc(C)[nH]n2)no1,4.4,0.4,5.9,-12.8,0.5,1.1,-11.3,-7.8,-19.5

# Part of the list above with just TAAR1 agonist.
canonical_smiles	TAAR1 agonist
CCCC[n+]1ccn(C2=C([O-])c3ccccc3C(=O)/C2=N\S(=O)(=O)c2ccccc2)c1	4.3
COC(=O)CSc1nc2nc(C)cc(C)n2n1	0.2

# Next records.
SMILES,CHO-K1 Ca antag,V1aR counter,TAAR1 agonist,CHO parental Ca,M1 ag parental,M1 ag,TAAR1 antag,OXTR potentiate,CHO-K1 Ca PAM
COC(=O)/C=C1/N/C(=N\c2nc(C)cc(C)n2)N(c2ccccc2)C1=O,-2.9,0.4,7.9,-17.5,-0.4,-6.5,-0.1,-2.4,10.0
CCCCOc1ccccc1C(=O)NCC(=O)O,-30.1,0.2,-0.3,-7.1,0.9,-6.9,-5.2,4.3,16.5
COc1ccc(NC(=O)CO/N=C(\C)c2cccs2)cc1,-8.3,1.8,2.5,-7.2,1.8,-4.0,8.7,-2.8,2.1
COc1ccccc1N1CCN(Cc2cc3c(cc2[N+](=O)[O-])OCO3)CC1,8.2,-0.8,2.1,-13.3,-0.2,-6.7,-4.1,-11.1,-12.3
COc1ccc(C(=O)Nc2ccc(-n3nncc3C(C)(C)C)cc2)cc1,0.2,-0.1,10.3,8.1,3.7,-4.0,0.7,-3.2,2.9
COc1ccccc1CNS(=O)(=O)c1cccc(S(=O)(=O)N2CCOCC2)c1,2.1,2.7,6.7,-8.9,0.0,-3.1,3.8,-6.5,0.0
NNC(=O)c1nc(Cl)c(Cl)c(N)c1Cl,-5.7,0.7,-0.9,-8.3,-0.1,0.7,7.3,-4.4,2.6
O=C(c1cc(-c2ccco2)nn1-c1cccc(Cl)c1)N1CCCCC1,-17.9,-1.3,9.4,-15.6,0.3,-2.5,0.5,-3.6,29.5
CCCN=C(Nc1ccc(Cl)cc1)c1cccnc1,12.0,-0.2,3.6,-6.8,0.8,-4.9,10.3,-1.2,-5.5
CCC(CC)NC(=O)CSc1nnc(-c2c[nH]c3ccccc23)o1,-1.3,1.2,3.5,-22.7,1.1,-9.2,-13.0,-0.3,13.6
Cc1ccc(N2CC(=O)N(c3ccc(C)cc3)CC2=O)cc1,-4.1,0.7,-0.2,-7.2,0.2,-2.0,5.5,0.0,3.4
O=C(Nc1ccccc1N1CCN(C(=O)c2ccc(Cl)cc2)CC1)c1ccc(Br)cc1,26.7*,-0.1,5.9,-33.1,0.2,-1.9,18.2,-2.6,-8.2
Cc1cc(N=CC2=C(O)CCCC2=O)no1,-10.1,0.2,4.0,-6.7,0.1,-2.6,-10.2,-9.5,12.6
CC(CCc1ccccc1)NC(=O)CCNC(=O)c1ccccc1Cl (stereo unspecified),-10.2,-0.4,0.7,-10.0,0.2,-1.8,-16.1,1.3,10.7
O=C(NNC(=O)c1ccccc1[N+](=O)[O-])c1ccco1,-0.8,0.9,0.7,-3.6,1.0,-7.7,-5.5,-8.6,20.5
COCCCNCCCOc1ccc(C)cc1Br,-2.7,1.8,10.7,-12.3,0.6,-8.1,10.4,-11.0,10.3
CC1CCC2(CC1)NC(=O)N(CC(=O)N1c3ccccc3CC1C)C2=O (stereo unspecified),4.1,-0.9,-0.7,-9.7,-0.2,-6.0,-7.3,-4.6,-15.0
Cc1ccc(NS(=O)(=O)c2cccs2)nc1,21.4,1.0,7.3,7.2,-0.2,-1.2,-7.4,0.2,-30.3
CCOC(=O)C1CCCN(c2c(Nc3cccc(C)c3)c(=O)c2=O)C1 (stereo unspecified),2.5,0.6,3.8,-7.8,0.0,2.8,-1.4,-0.3,-6.7
O=C(COC(=O)c1cc(S(=O)(=O)N2CCOCC2)c(Cl)cc1Cl)NC1CC1,-4.0,0.4,13.4,-7.0,0.4,1.1,5.2,-1.4,10.8
COC(=O)c1c(NC(=O)CC2SC(N)=NC2=O)sc2c1CCC(C)C2 (stereo unspecified),3.9,-0.4,12.3,-15.7,0.0,2.8,-7.2,-6.1,6.7
CC(C)(C)C1CCC(OCC(O)CN2CCCC2)CC1 (stereo unspecified),-5.4,0.1,12.7,-11.3,0.6,-8.7,-14.0,-2.0,16.8
